# AmpC inh detg – inhibitors of E. coli AmpC beta-lactamase with detergent. AmpC hydrolysis of nitrocefin, absorbance 480 nm, 0.01% Triton. 370,000 compounds, 0.041% hits. Potency, µM (series often up to 114 µM), for the others: at the highest dose activity change, negative = inhibition, most hits filed as inhibitors. P00811;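 note: potency is the fitted concentration of half-maximal effect; 0% = no-compound wells and -100% = no-enzyme wells; nearly all actives have a fitted effect of over 25% in size; some results filed as inactive show a strong effect at the top dose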
# Target sequence (P00811 whole entry, looked up): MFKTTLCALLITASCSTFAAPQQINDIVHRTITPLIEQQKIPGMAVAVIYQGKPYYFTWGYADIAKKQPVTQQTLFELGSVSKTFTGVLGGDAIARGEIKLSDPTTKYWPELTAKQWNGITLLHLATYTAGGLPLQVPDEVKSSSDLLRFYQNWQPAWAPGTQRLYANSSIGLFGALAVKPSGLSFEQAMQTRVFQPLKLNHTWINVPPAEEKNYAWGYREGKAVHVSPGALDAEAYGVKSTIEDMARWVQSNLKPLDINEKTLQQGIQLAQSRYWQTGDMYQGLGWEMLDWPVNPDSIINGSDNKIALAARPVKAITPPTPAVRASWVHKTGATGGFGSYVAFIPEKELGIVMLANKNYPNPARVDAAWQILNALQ
#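 AmpC (5.3 nM in the dispensed reagent) in 20 mM phosphate pH 7.0 with 0.01% (detergent screen) or 0.0001% Triton X-100 was preincubated with compounds for 15 min at room temperature. Nitrocefin was then added from an 800 uM solution, and hydrolysis was followed at 480 nm.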
# Tb PYK inh – inhibitors of Trypanosoma brucei pyruvate kinase; Q57TT1; TbPYK enzyme, Kinase-Glo Plus ATP luminescence, 45 min; Potency, µM (series often up to 76.8 µM), for the others: at the top dose activity, negative = inhibition, hits mostly inhibitors; 410,000 compounds, 0.12% hits; note: potency is the fitted concentration of half-maximal effect; nearly all actives have a fitted effect of over 50% in size
#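 Screened from lowest to highest concentration, compounds were pinned into TbPYK/substrate mixtures, and ADP (130 uM final) was added. Plates sat at room temperature for 45 min prior to Kinase-Glo Plus detection by luminescence.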
# AMA1 RON2 block – disrupts binding of P. falciparum AMA1 to RON2 | AlphaScreen AMA1-biotinylated RON2 peptide binding | 360,000 compounds, 0.2% hits | Potency, µM (top dose mostly 58.2 µM), for the others: top-dose activity change, negative = inhibition, actives largely listed as inhibitors;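 note: potency is the fitted concentration of half-maximal effect; 0% = vehicle wells and -100% = peptide control; nearly all actives have a fitted effect of over 45% in size; some results filed as inactive show a strong effect at the top dose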
#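 AMA1 (3D7) with his tag at 25 nM final met compounds first, then biotinylated RON2 peptide at 25 nM; detection used donor plus acceptor beads, 10 µg/mL apiece, read by AlphaScreen after 30 min at room temperature.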
# Sm TGR inh – inhibitors of Schistosoma mansoni thioredoxin glutathione reductase; Q962Y6; purified TGR, DTNB reduction, TNB absorbance 405 nm; Potency, µM (series often up to 114 µM), for the others: at the top dose activity change, negative = inhibition, usual class: inhibitors; 360,000 compounds, 3% hits; AID 485364; note: potency is the fitted concentration of half-maximal effect; nearly all actives have a fitted effect of over 60% in size
#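 TGR 20 nM + NADPH 100 uM (dispensed conc.), cpd preinc 15 min RT; start with NADPH (500 uM addition) then DTNB (15 mM addition). Kinetic TNB absorbance, 405 nm filter. Four-parameter Hill fit across titration.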
# HCMV antiviral – blocks human cytomegalovirus replication. 410,000 compounds, 4.5% hits. AID 1259415. activity change, negative = inhibition, % at 57.5 µM. HFF cells, HCMV-luciferase reporter, 72 h; hits give low values; in the data active = activity change below about -60%; inconclusive = no clear call, values can overlap the other calls; inactive = above about -39%
#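 After 16 h attachment at 37C, HFF cells received test compound and HCMV-luciferase (1 PFU/cell); reporter luminescence read 72 h later, data normalized against buffer-only and known inhibitor Salinomycin.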
# LmPK inhibitor – LmPK (Leishmania mexicana) enzyme inhibition. purified LmPK, Kinase-Glo ATP luminescence, 1 h. 290,000 compounds, 0.37% hits. Q27686. Potency, µM (series often up to 57.5 µM), without a hit: top-dose activity change, negative = inhibition, most hits filed as inhibitors; note: potency is the fitted concentration of half-maximal effect
# Target sequence (Q27686 whole entry, looked up): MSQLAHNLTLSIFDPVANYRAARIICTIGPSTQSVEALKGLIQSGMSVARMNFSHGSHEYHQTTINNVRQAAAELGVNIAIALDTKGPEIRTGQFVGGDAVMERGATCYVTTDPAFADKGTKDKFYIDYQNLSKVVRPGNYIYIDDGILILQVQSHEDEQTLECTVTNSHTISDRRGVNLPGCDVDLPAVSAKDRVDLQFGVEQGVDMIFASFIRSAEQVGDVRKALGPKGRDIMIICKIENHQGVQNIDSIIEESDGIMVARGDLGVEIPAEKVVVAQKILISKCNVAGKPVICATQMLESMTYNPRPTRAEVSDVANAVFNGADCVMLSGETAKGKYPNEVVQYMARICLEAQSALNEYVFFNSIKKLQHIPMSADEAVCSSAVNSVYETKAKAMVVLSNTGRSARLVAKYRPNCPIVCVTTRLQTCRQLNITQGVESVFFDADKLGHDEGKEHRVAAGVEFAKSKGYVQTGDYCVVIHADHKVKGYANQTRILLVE
#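 Kinase-Glo luminescence read after 1 h RT reaction of 0.1 nM LmPK with 0.5 mM PEP and 0.1 mM ADP. Activity scaled between uninhibited and enzyme-free controls.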
# AmpC inh no detg – inhibitors of E. coli AmpC beta-lactamase without detergent; Potency, µM (series often up to 57.1 µM), inactives show at the top dose activity change, negative = inhibition, actives largely listed as inhibitors; AID 485341; 330,000 compounds, 0.52% hits; AmpC nitrocefin hydrolysis, absorbance 480 nm, 0.0001% Triton; P00811;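 note: potency is the fitted concentration of half-maximal effect; plate controls were no compound for no effect and no enzyme for full effect; nearly all actives have a fitted effect of over 20% in size; some results filed as inactive show a strong effect at the top dose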
#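 AmpC (5.3 nM in the dispensed reagent) in 20 mM phosphate pH 7.0 with 0.01% (detergent screen) or 0.0001% Triton X-100 was preincubated with compounds for 15 min at room temperature. Nitrocefin was then added from an 800 uM solution, and hydrolysis was followed at 480 nm.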
# * hit, by the source's call; ? = inconclusive; · = not tested or not shown; & = joins results of further samples; [ ] = dose if it differs, or a comment. Unless noted, calls come from the whole dose curve; as a rule, active = well fitted curve in the direction sought with a large enough effect; inconclusive = small, poorly fitted or top-dose-only effect, or another doubt; inactive = no such curve, though single readings can be large; an effect the other way counts as inactive or inconclusive. Unless noted, % is set by controls: 0 for no effect and ±100 for the full control effect. Rows were taken by chance; overall some 7.4% were active at least once.
mol	Sm TGR inh	HCMV antiviral	AmpC inh detg	AMA1 RON2 block	Tb PYK inh	AmpC inh no detg	LmPK inhibitor
CC(=O)c1ccc(N2CCN(C(=O)Nc3ccc(Cl)cc3)CC2)cc1	-8%	?	4%	2%	-1%	-31%	-8%[11.5 µM]
CN(CCc1ccccc1)C(=O)c1cccc(NC(=O)Cc2cccc(NC(=O)C3CCCN(C(=O)C4CCC4)C3)c2)c1 (stereo not given)	·	-5	·	-6%	2%	·	·
COCCNC(=O)C1CC(c2ccc([N+](=O)[O-])cc2)=NO1 (stereo not given)	15%	-14	?	7%	2%	-8%	-1%
O=C(Nc1ccccc1)Nc1ccc(C(=O)N2CCOCC2)cc1	14%	122	1%	3%	?	8%	13µM*
CC1CCc2nc(NC(=O)c3ccc(N4C(=O)CCC4=O)cc3)sc2C1 (stereo not given)	-7%	8	-8%	14%	2%	67%[activator]	1%
CCCCC1S/C(=N/N=C/c2ccco2)NC1=O (stereo not given)	-7%	-23	-9%	70%[activator]	11%	-12%	1%
COc1ccc(C)cc1NC(=O)C1CCN(S(=O)(=O)c2ccccc2)CC1	-17%	15	-1%	-13%	2%	-6%	-10%
Cc1ccc(NC(=S)N(N)CCO)cc1	0%	-5	17%	65%[activator]	-2%	1%	9%
COc1ccc(N(C(=O)c2ccco2)C(C(=O)NC2CCCC2)c2ccco2)cc1OC (stereo not given)	24%	-23	5%	-3%	-21%	11%	8%
O=C(N[C@@H](Cc1ccccc1)C(=O)NCCc1c[nH]c2ccccc12)c1ccco1	-7%	17	-7%	0%	0%	-19%	-5%
C=CCSC1=C(C#N)C(c2ccccc2OCC)CC(=O)N1 (stereo not given)	0%	-3	0%	4%	-5%	-18%	7%
CC(=O)Nc1sc(C)c(C)c1C(=O)OCC(=O)Nc1cc(S(C)(=O)=O)ccc1Cl	37%	0	9%	13%	-4%	7%	2%
Cc1ccc(N(C(=O)c2snc(C(N)=O)c2N)C(C(=O)NC2CCCC2)c2ccncc2)cc1 (stereo not given)	-6%	?	1%	11%	7%	31%	1%
CC(NC(=O)c1cc2ccccc2o1)c1ccccc1 (stereo not given)	-6%&1%	?	-3%&3%	-1%	3%&-8%	-24%	4%
O=C(CN1c2ccccc2S(=O)(=O)c2ccccc21)NCc1ccccc1	1%	-18	-7%	-6%	-14%	-32%	1%
CCOP(=O)(OCC)C(Cc1ccccc1)N=C(c1ccccc1)c1ccccc1 (stereo not given)	·	6	·	-12%	-6%	·	·
O=c1[nH]c(/C=C\c2cccc(O)c2)nc(O)c1[N+](=O)[O-]	0%	-8	-11%	-1%	-4%	-10%	-2%
O=C(NNC(=O)c1ccncc1)c1ccccc1	-8%	-11	-7%	4%	-14%	-8%	1%
COc1ccc(O)c(C(=O)c2cnn(C(=O)c3cc(C)oc3C)c2)c1	0%	-20	-12%	1%	-10%	-31%	1%
Cc1cc(C)n(-c2ccc(C(=O)NCCCN3CCOCC3)cc2)n1	8%	-36	-11%	7%	-1%	-13%	4%
Cn1c(=O)oc2cc(S(=O)(=O)CCC(=O)NCCc3ccccc3)ccc21	-1%&-3%	-17&8	0%&12%	-10%	3%&5%	-11%	6%
O=c1c2ccccc2nc(/C=C/c2ccccc2F)n1-c1cccc(O)c1	9%	-36	14%	·	1%	·	·
O=C(NCc1ccc(F)cc1)c1cnc(N2CCCCC2)c2ccccc12	-106%	7	5%	·	-9%	·	·
COc1ccc(Br)c(C(=O)NC(C)(C)CO)c1	2%	-7	0%	?	6%	-10%	1%
O=C(Nc1ccc2oc(-c3ccccc3)nc2c1)c1ccccc1F	-20%	-89*	-4%	9%	-2%	-25%	7%
C=CC1=C(C(=O)O)N2C(=O)[C@@H](NC(=O)/C(=N\OCC(=O)O)c3csc(N)n3)[C@H]2SC1	·	-17	·	20%	-6%	2µM*	·
O=C(CCNS(=O)(=O)c1cccs1)NCc1cccs1	2%	4	2%	9%	10%	-12%	-2%
Cc1cccc(NC(=O)CN2C(=O)N/C(=C\c3cccn3-c3cccc(C(=O)O)c3)C2=O)c1	-1%	-2	-5%	-6%	-6%	-14%	-3%
COc1ccc2c(c1)C1(Nc3ccccc3-c3nc4ccccc4n31)C(=O)N2 (stereo not given)	-5%	15	-10%	-4%	12%	20µM*	-6%
Cc1cccc(C(=O)NNC(=O)C2CC2)c1	-2%	-8	1%	9%	5%	-16%	-7%
NC(=O)[C@@H]1CCCCNc2c(I)cc([N+](=O)[O-])cc2C(=O)N[C@@H](CCC(=O)O)C(=O)N[C@@H](CO)C(=O)N1	-14%	-11	-12%	22%	-10%	0%	3%
COc1cccc(NC(=O)c2sc3nc(C)c(C(=O)Nc4ccc(C)cc4C)c(-c4cccs4)c3c2N)c1	2%	?	10%	·	3%	·	·
Cc1ccc(OC(=O)CSc2nnc(-c3cccs3)o2)cc1C	-5%	21	12%	·	-1%	·	·
COc1ccc2cc(CN(CC3CCCO3)C(=S)NCc3ccco3)c(=O)[nH]c2c1 (stereo not given)	-17%	-13	5%	4%	-21%	86%[activator]	-1%
N#CCC(=O)Nc1ccc(C(=O)NCc2cccc(Cl)c2)cc1	3%	-26	-11%	-1%	-5%	18µM*	-1%
Cn1cc(C2N3CC4(C)CN2CC(C)(C3)C4=O)c2ccccc21 (stereo not given)	0%	?	-10%	26%	2%	51%	-6%
CNC(=O)c1ccc(CN(C)C(=O)/C=C/c2ccc(S(=O)(=O)N3CCCCCC3)cc2)cc1	·	-84*	·	-1%	1%	·	·
CCCCCCSc1ncc(C#N)c(N)n1	-13%	44	?	13%	-4%	-3%	-2%
COC(=O)C1=C(c2ccc3ccccc3c2)C[C@@H]2CC[C@H]1N2C(=O)N1CCC(C)CC1	-16%	·	6%	-2%	8%	97%[activator]	·
COc1cccc(CN2CC(C(=O)N(C)CC3CCOCC3)CCC2=O)c1 (stereo not given)	-1%	?	-8%	-8%	2%	8%	-13%
Cc1cccc2cc(-c3nc4ccc(C(=O)O)cc4[nH]3)c(=O)oc12	14%	·	?	8%	-10%	-14%	-5%
COc1ccc(/C=N\Nc2ccc([N+](=O)[O-])cc2[N+](=O)[O-])c(C(=O)O)c1OC	8.9µM*	-27	-12%	-9%	-27%	-10%	-2%
COc1ccc(/C=C(\NC(=O)c2ccc(Cl)cc2)C(=O)NCCCn2ccnc2)cc1OC	-3%	15	1%	-10%	-2%	8%	0%
Cc1nn(CC(C)C(=O)N2CCN(S(=O)(=O)c3ccc(Cl)cc3)CC2)c(C)c1C (stereo not given)	18%	-27	3%	23%	0%	166%[activator]	-4%
COc1ccc(C)cc1NC(=O)c1cc(S(=O)(=O)N2CCCC2)cn1C	8%	28	-8%	-7%	-1%	11%	-1%
CC1CCCCN1C(=O)CSc1nnc2c(n1)[nH]c1ccc(F)cc12 (stereo not given)	-3%	-38	-1%	6%	0%	-2%	-5%
Cc1ccccc1N1CC(C(=O)N2CC(C)OC(C)C2)CC1=O (stereo not given)	2%	-5	-4%	6%	4%	-9%	-2%
CC(NC(=O)c1ccco1)C12CC3CC(CC(C3)C1)C2 (stereo not given)	-4%	-19	?	-8%	3%	-2%	·
Cc1ccc(-n2nnnc2SCC(=O)N2c3ccccc3NC(=O)C2(C)C)cc1	-1%	-22	?	6%	-6%	-38%	1%
CCC(C(=O)NCc1cccc(Br)c1)n1nc(C)c2c(C)n(-c3ccccc3)nc2c1=O (stereo not given)	4%	?	19%	·	2%	·	·
Cc1nc2sc3c(c2c(=N)n1N)CC(C)(C)OC3	10%	-7	-9%	47%[activator]	-3%	-8%	6%
Cc1ccc(OCC(=O)N2CCN(S(=O)(=O)c3ccc(Cl)s3)CC2)cc1C	-12%	-20	-8%	-2%	0%	7%	·
CCOc1ccc(/C=N/n2c(COc3ccccc3)n[nH]c2=S)cc1OC	-12%	-12	-6%	73%[activator]	-27%	-41%	1%
CN1CCCN(C(=O)COc2cccc(C(F)(F)F)c2)CC1	-8%	27	-13%	-2%	-1%	1%	-15%
CCn1c(SC/C=C/c2ccccc2)nnc1-c1cnccn1	-5%	9	?	-4%	-8%	10%	1%
COC(=O)C1=NN(c2ccccc2)C2C(=O)N(c3ccccc3OC)C(=O)C12 (stereo not given)	3%	-34	-8%	5%	-4%	9%	3%
Cn1c(CN2CCOCC2)nc2cc(NC(=O)c3ccc(Cl)cc3)ccc21	-3%	-84*	-14%	43%[activator]	2%	30%	-1%
Cc1cc(NC(=O)COc2ccc(C)c(C)c2)no1	30%	35	5%	19%	-2%	-11%	0%
COc1cc(NC(=O)c2ccc3snnc3c2)cc(OC)c1	3%	86	-3%	-8%	-4%	-24%	1%
O=C(O)CC(NC(=O)c1ccco1)c1ccco1 (stereo not given)	-15%	-1	3%	6%	-4%	-2%	-2%
Cc1noc(C)c1N=Nc1ccccc1C(=O)O	2%	9	1%	-13%	-7%	-20%	3%
O=C(NNc1nc2cc3c(cc2s1)OCO3)c1cccc(F)c1	-25%	3	?	96%[activator]	-21%	-32%	0%
NC(=O)c1nn2c(C(F)(F)F)cc(-c3ccccc3)nc2c1Br	-7%	-10	?	5%	-1%	1%	-1%

# Compound profiles, from the list above:
# `COC(=O)C1=NN(c2ccccc2)C2C(=O)N(c3ccccc3OC)C(=O)C12` (stereo not given) reads Sm TGR inh: 3%; HCMV antiviral: -34; AmpC inh detg: -8%; AMA1 RON2 block: 5%; Tb PYK inh: -4%; AmpC inh no detg: 9%; LmPK inhibitor: 3%
# `COc1ccc(Br)c(C(=O)NC(C)(C)CO)c1` reads Sm TGR inh: 2%; HCMV antiviral: -7; AmpC inh detg: 0%; AMA1 RON2 block: ?; Tb PYK inh: 6%; AmpC inh no detg: -10%; LmPK inhibitor: 1%
# `COc1cccc(NC(=O)c2sc3nc(C)c(C(=O)Nc4ccc(C)cc4C)c(-c4cccs4)c3c2N)c1` reads Sm TGR inh: 2%; HCMV antiviral: ?; AmpC inh detg: 10%; AMA1 RON2 block: ·; Tb PYK inh: 3%; AmpC inh no detg: ·; LmPK inhibitor: ·

# Source: PubChem BioAssay
